Screening data deposited in PubChem by several laboratories.
Runt-SMMHC FRET = inhibitors of RUNX1 Runt–CBFb-SMMHC binding, primary screen, biochemical, FRET, Cerulean-Runt, Venus-CBFb-SMMHC, uHTS | Cerulean-Runt/Venus-CBFb-SMMHC FRET ratio 530/480, 1 h | hit rate 0.74% among 220,000 | inhibition, % at 20 µM | AID 1434, 2008;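 active means mean inhibition across duplicate retests at 20 µM reaching about 50%, limit read from the data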;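 further: 0% = DMSO wells and 100% = wells with excess untagged CBFb-SMMHC; inhibitors lower the FRET ratio by blocking Runt binding to CBFb-SMMHC; some results filed as inactive read as strong as hits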
RBBP9 inh = human RBBP9 inhibitors, primary screen, biochemical, fluorescence polarization, FP-Rh probe, HTS. Serine hydrolase RBBP9 (Homo sapiens), O75884. AID 1515, 2009. hit rate 0.2% among 220,000. recombinant RBBP9. inhibition, % at 7.94 µM;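 active means inhibition above the campaign mean of all tested compounds plus 3 SD, cut at about 14% in these data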;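 further: plate controls were DMSO wells with RBBP9 for no effect and wells lacking RBBP9 protein for full effect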
Target sequence (O75884 whole entry, looked up): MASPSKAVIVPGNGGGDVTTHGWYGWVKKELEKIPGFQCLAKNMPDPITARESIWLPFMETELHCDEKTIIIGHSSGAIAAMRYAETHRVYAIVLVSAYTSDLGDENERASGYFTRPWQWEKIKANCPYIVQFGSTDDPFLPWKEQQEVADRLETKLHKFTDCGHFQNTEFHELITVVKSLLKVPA
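System: RBBP9 protein / Quantity: 2.5 µM RBBP9 dispensing solution, before mixing / Also added: Serine-hydrolase probe FP-Rh, 375 nM pre-mixing / Dosing: 7.94 µM single dose, 0.794% DMSO / Timing: enzyme-compound preincubation 30 min, then probe labeling 45 min, 25 °C / Signal: FP readout at 525/598 nm / Controls: DMSO-treated enzyme wells and wells lacking RBBP9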
NPY-Y1 antag = NPY-Y1 receptor antagonists, primary screen, cell-based; Neuropeptide Y receptor type 1 (Homo sapiens), P25929; HEK293-CNG Y1 cells, membrane potential fluorescence; NPY at EC95, then isoproterenol; inhibition, % at 3.6 µM; hit rate 1% among 200,000; AID 1040, 2008;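 active means inhibition above the campaign mean inhibition of all tested compounds plus 3 SD, cut at about 20% in these data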;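 further: 0% = DMSO wells given NPY plus isoproterenol and 100% = isoproterenol alone without NPY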
Target sequence (P25929 whole entry, looked up): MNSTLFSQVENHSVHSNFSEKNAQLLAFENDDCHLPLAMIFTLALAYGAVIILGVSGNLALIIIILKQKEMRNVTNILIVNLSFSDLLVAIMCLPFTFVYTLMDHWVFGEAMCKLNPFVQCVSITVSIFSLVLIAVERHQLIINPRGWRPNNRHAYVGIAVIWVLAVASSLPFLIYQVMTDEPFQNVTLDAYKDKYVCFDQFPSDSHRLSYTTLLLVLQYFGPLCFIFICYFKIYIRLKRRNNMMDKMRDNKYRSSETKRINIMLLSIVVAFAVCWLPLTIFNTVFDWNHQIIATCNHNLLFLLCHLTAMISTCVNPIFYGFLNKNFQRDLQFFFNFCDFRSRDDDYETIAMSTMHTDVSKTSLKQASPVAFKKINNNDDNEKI
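System: HEK293 cells with Y1 receptor plus CNG channel / Probe or stimulus: NPY 25 nM then isoproterenol 1 µM plus Ro 20-1724 25 µM / Compound: one concentration, 3.6 µM, in 0.4% DMSO / Schedule: compound incubation 1 h at room temperature, readout 45 min post-stimulation / Measured by: membrane potential fluorescence / Read-out: % inhibition of NPY effect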
NPY-Y2 PAM-ag = NPY-Y2 potentiators or agonists, primary screen, cell-based; cells expressing NPY-Y2, potentiator/agonist read-out; activation, % at 3.6 µM; hit rate 0.45% among 220,000; AID 1359, 2008; in the data active means activation above about 27%;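 further: cells stimulated with NPY near EC25 plus isoproterenol at EC100; 0% = vehicle plus submaximal agonist and 100% = vehicle plus saturating agonist; some results beyond the cut were filed as inactive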
NPY-Y1 PAM-ag = NPY-Y1 receptor potentiators or agonists, primary screen, cell-based; activation, % at 3.6 µM; NPY-Y1 expressing cells, potentiator/agonist activation; hit rate 0.37% among 220,000; in the data active means activation above about 33%, passing the limit was not always enough;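 further: cells stimulated with NPY at EC10 then isoproterenol at EC100; 0% = low agonist plus stimulus and 100% = saturating agonist plus stimulus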
Runt-CBFb FRET = inhibitors of RUNX1 Runt–CBFb binding, primary screen, biochemical, FRET, Cerulean-Runt, Venus-CBFb, uHTS. Runt-related transcription factor 1 (Homo sapiens) + Core-binding factor subunit beta …. AID 1496, 2009. hit rate 0.46% among 220,000. inhibition, % at 20 µM. Cerulean-Runt/Venus-CBFb FRET ratio 530/480, 1 h;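 active means inhibition over about 50% at 20 µM in the single-dose screen, limit read from the data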;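 further: 0% = DMSO wells and 100% = excess unlabeled CBFb competitor control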
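Doses: 20 µM compound in 1% DMSO | Material: Cerulean-labeled Runt domain protein | Amount: Each fluorescent fusion protein 100 nM | Schedule: Two 1 h room-temperature incubations shielded from light | Measured by: FRET fluorescence | Evaluation: Loss of energy transfer signal | Controls: Unlabeled CBFb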
Hck Nef HTS = inhibitors of Nef-activated human Hck kinase, primary screen, biochemical, Z-Lyte FRET, 384-well, Hck-YEEI; Tyrosine-protein kinase HCK (Homo sapiens), P08631; Recombinant Hck-YEEI plus Nef, Z-Lyte FRET kinase assay; inhibition, % at 20 µM; hit rate 0.68% among 220,000;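 active means Hck-Nef kinase inhibition above about 50%, limit read from the data; inactive means inhibition below that limit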;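 further: 0% = DMSO with Hck plus Nef and 100% = Hck alone without Nef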
Mdm2 ligase inh = MDM2-luciferase reporter signal enhancers, primary screen, MDM2 E3 ligase inhibitor project, cell-based, luminescence, 1536-well; cell-based MDM2 ubiquitination luciferase reporter, 2 h; 0 = plate control, 100 = twice control, blank-subtracted; signal enhancement, % at 5 µM; hit rate 0.11% among 210,000; AID 1230, 2008;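 active means signal enhancement of 30% or more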;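 further: luminescence tracks abundance of the self-degrading MDM2-luciferase fusion protein; higher signal means inhibition of MDM2 E3 ligase activity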
Target sequence (Q00987 whole entry, looked up, the tested form may be a part): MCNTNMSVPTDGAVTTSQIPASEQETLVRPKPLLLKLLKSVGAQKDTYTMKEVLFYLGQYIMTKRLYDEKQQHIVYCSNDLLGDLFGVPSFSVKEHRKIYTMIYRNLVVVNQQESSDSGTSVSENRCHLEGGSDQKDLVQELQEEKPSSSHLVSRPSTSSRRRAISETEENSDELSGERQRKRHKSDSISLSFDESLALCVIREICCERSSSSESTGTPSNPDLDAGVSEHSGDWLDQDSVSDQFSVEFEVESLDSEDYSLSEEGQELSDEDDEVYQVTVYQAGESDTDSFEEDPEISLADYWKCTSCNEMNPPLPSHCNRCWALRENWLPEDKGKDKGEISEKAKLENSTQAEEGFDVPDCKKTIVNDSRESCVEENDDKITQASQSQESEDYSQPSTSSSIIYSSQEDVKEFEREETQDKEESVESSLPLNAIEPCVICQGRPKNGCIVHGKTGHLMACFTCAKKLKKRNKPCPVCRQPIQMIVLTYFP
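Buffer or medium: Cells held in DMEM | Assay system: Stable mammalian line carrying autodegrading MDM2–luciferase fusion reporter | Quantity: 2000 cells/well | Times: 4 h settle plus 2 h compound, 37 °C | Doses: One concentration, 5 µM, with 0.2% DMSO | Technique: Luminescence with SteadyLite reagent, 15 min at room temperature | Benchmarks: Plate controls and plate blanks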
p97 ATPase inh = inhibitors of human p97 ATPase, primary screen, biochemical; Transitional endoplasmic reticulum ATPase (Homo sapiens), P55072; AID 1481, 2009; hit rate 0.42% among 220,000; inhibition, % at 8 µM; recombinant p97 ATPase, Kinase-Glo ATP luminescence, 3 h; in the data active means inhibition above about 15%;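 further: 0% = DMSO vehicle and 100% = wells lacking enzyme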
Numbers without * were called inactive; / = no result given. The order is random. Share with any hit: about 3.5%.

SMILES	Runt-SMMHC FRET	RBBP9 inh	NPY-Y1 antag	NPY-Y2 PAM-ag	NPY-Y1 PAM-ag	Runt-CBFb FRET	Hck Nef HTS	Mdm2 ligase inh	p97 ATPase inh
Cc1c(C(=O)OCC2CCCO2)[nH]c2c1C(=O)CC(c1ccco1)C2 (configuration not stated)	8	-2	-2	10	9	14	6	-5	8
COc1ccc(C(=O)Oc2cc(OC)cc(OC)c2C(C)=O)cc1	-4	-4	-2	3	5	0	-5	/	1
Cc1cccc(OCc2n[nH]c(=S)n2-c2ccccc2)c1	8	-7	8	-10	-8	8	12	-12	1
NS(=O)(=O)c1cccc(NC(=O)COC(=O)c2cc(Cl)ccc2[N+](=O)[O-])c1	0	-7	/	-4	26	-1	24	/	4
CCN1CCN(c2cc(C)c3cc(NC(=S)N4CCCCC4)ccc3n2)CC1	6	-1	2	-5	16	4	8	-12	2
Cn1c(C(=O)NCc2ccccn2)cc2c(=O)n(C)c3ccccc3c21	-6	-2	-12	42*	37*	2	6	-14	25*
C/C(=C\C(=O)c1sccc1Cl)N(C)C	-6	-4	3	9	2	1	7	-10	2
Cc1cc(C(C#N)c2cccc(Cl)c2)n2ncnc2n1 (configuration not stated)	-9	-2	1	10	29	-2	1	11	5
O=C(COc1ccc(S(=O)(=O)NC2CCCCC2)cc1)NCC1CCCO1 (configuration not stated)	0	-4	4	7	-12	0	9	-9	1
CC(=O)C1=C(C)OC(N)=C(C#N)C1c1ccco1 (configuration not stated)	-12	-1	-1	-12	-2	-3	0	0	-2
CCOc1ccc(C(C)(N)C(=O)O)cc1 (configuration not stated)	2	1	4	0	-4	1	-1	-2	8
CCc1cc(CNC(=O)CC2C(=O)NCCN2CC2CCCCC2)on1 (configuration not stated)	/	-9	-2	-7	8	/	20	2	3
CCN(CC)C(=O)c1sc(NC(=O)c2ccc(C)c([N+](=O)[O-])c2)c(C#N)c1C	-9	0	-3	0	-6	-2	1	0	4
CCOc1ccc(OCCN(C)Cc2ccccc2)cc1	1	2	5	-5	-11	-1	-1	-25	-3
Cc1nnc(-c2ccc(Cl)cc2)[nH]c1=O	-1	-3	2	-10	3	0	-2	-8	2
CN(c1ccc(C(=O)NCc2ccccc2)cc1)S(C)(=O)=O	1	0	4	11	0	1	8	7	3
COc1ccc(-n2cnnc2SCC(=O)c2ccc(S(=O)(=O)N3CCOCC3)cc2)cc1	1	-12	4	-2	-7	0	-2	4	-4
COC(=O)[C@@H]1C[C@H]2CC[C@H](O)C[C@H]2N1Cc1ccc(C(F)(F)F)cc1	2	/	/	/	/	0	26	13	/
COc1ccc(N(CC(=O)NCCSCc2ccco2)S(=O)(=O)c2ccccc2)cc1	-1	-6	9	6	11	2	26	-14	-5
N#Cc1ccsc1NC(=O)CN1CCN(Cc2ccccc2)CC1	2	-11	8	-3	-14	-1	28	-10	2
CCOc1ccc2ccccc2c1/C=N/NC(=O)CNC(=O)Cc1ccccc1	3	-4	3	-5	3	-3	13	0	2
O=C(CCCc1ccccc1)Nc1cccc(C(=O)O)c1	-1	0	0	15	11	0	18	-71	5
Cc1ccc(CN2CCN(C(=O)c3ccncc3)CC2)cc1	-1	0	-6	-2	-4	-3	13	-12	1
Cc1nn(Cc2c(Cl)cccc2Cl)c(C)c1NC(=O)CCCn1nc(C)c([N+](=O)[O-])c1C	-5	1	-3	8	-13	5	7	3	3
CCOC(=O)N1CCN(C(=O)CSc2nc3ccccc3c(=O)n2-c2ccccc2)CC1	3	1	1	7	-8	-1	0	1	6
SMILES	Runt-SMMHC FRET	RBBP9 inh	NPY-Y1 antag	NPY-Y2 PAM-ag	NPY-Y1 PAM-ag	Runt-CBFb FRET	Hck Nef HTS	Mdm2 ligase inh	p97 ATPase inh
O=[N+]([O-])c1ccc(N2CCCCCC2)c([N+](=O)[O-])c1	0	-13	-2	16	-1	2	3	-8	2
CNc1nc2ccccc2n1/N=C/c1cccc(OC)c1OC	-1	0	5	-14	-28	-2	0	-5	-4
Fc1ccccc1CSc1nnc2ccc(-c3ccncc3)nn12	-3	-3	-1	-4	-10	1	-4	-2	0
CCOC(=O)Cn1c(C)[n+](C)c2cc(Cl)c(Cl)cc21	8	5	-4	5	15	-5	-3	-6	6
CCCn1nnc(NC(=O)/C=C/c2cc(Br)ccc2OC)n1	1	0	3	-3	-6	0	5	-11	-4
CCOc1ccc(S(=O)(=O)N(C)c2ccc(OCC(=O)Nc3nccs3)cc2)cc1	-2	0	-2	-5	-17	0	23	-6	-2
O=c1[nH]nc(-c2ccc(F)cc2)cc1Cc1ccc(F)cc1	-1	-5	/	-29	-10	-2	15	-7	-3
CC(C)Cc1nc(Nc2ccc(S(=O)(=O)N3CCCC3)cc2)c2nnn(Cc3ccccc3)c2n1	4	1	3	7	0	-2	-3	-15	4
O=C(NNc1ccccc1)C(=O)N1CCCCC1	1	-4	6	2	-2	0	4	-19	5
Cc1ccccc1Nc1nc(N)nc(CN(C)c2ccccc2)n1	0	-7	-2	7	4	-4	3	-32	-2
Cc1c(C=O)c2ccccn2c1C(=O)c1ccccc1	1	-7	-5	-20	-13	-1	2	-13	2
OCCNc1nc2ccccc2n1-c1ncnc2sc3c(c12)CCC3	6	-5	11	-17	-26	2	0	-6	-5
CCC(C(=O)NCc1ccc(F)cc1)N(Cc1ccco1)C(=O)c1snc(C(N)=O)c1N (configuration not stated)	3	-5	-3	7	21	-2	3	-9	-6
COc1ccc(Oc2ccc(NC(=O)c3ccccc3C)cc2)cc1	3	-8	-1	-1	-4	-2	14	-11	0
O=c1[nH]n(-c2cccc(Cl)c2)c2ncccc12	-3	-3	11	-19	-19	-1	-1	-4	-6
NC(=O)CSc1nnc(-c2ccc(S(=O)(=O)N3CCCC3)cc2)n1CC1CCCO1 (configuration not stated)	0	-1	5	-7	-25	0	4	-4	5
O=C(Cc1ccc(-n2cccc2)cc1)NCc1ccccc1Cl	-2	-8	7	-11	-25	0	2	-9	3
O=C(COC(=O)/C=C/c1cccs1)Nc1nc(-c2ccccc2)cs1	2	-1	-1	-11	-13	-1	6	8	9
CN1CCN(S(=O)(=O)c2cccc(S(=O)(=O)c3cccc(S(=O)(=O)N4CCN(C)CC4)c3)c2)CC1	2	1	-2	11	-2	2	1	-6	2
COC(=O)c1ccc(C(=O)OC)c(NC(=O)CN(c2ccc3c(c2)OCO3)S(C)(=O)=O)c1	0	5	1	2	9	-2	0	-4	1
CC#CCNCc1ccccc1	1	5	-2	-2	-2	0	-1	1	3
Cc1c(Cl)cccc1NC(=O)CSc1ccc(-c2cccnc2)nn1	-1	12	0	2	6	3	23	12	5
O=C(COC(=O)c1ccccc1NC(=O)c1ccco1)Nc1ccc2c(c1)OC(F)(F)O2	-3	-5	7	-15	-29	-1	6	-3	-3
CCOC(=O)c1c(CN2CCOCC2)n(-c2ccccc2)c2cc(Br)c(O)cc12	2	3	3	18	30	/	2	-1	1
Cc1c(NC(=O)c2ncn[nH]2)cccc1-c1nc2ccccc2s1	5	-6	-1	-1	18	2	1	-3	8
SMILES	Runt-SMMHC FRET	RBBP9 inh	NPY-Y1 antag	NPY-Y2 PAM-ag	NPY-Y1 PAM-ag	Runt-CBFb FRET	Hck Nef HTS	Mdm2 ligase inh	p97 ATPase inh
C=CCNC(=O)NC(=O)COC(=O)CNS(=O)(=O)c1ccc(F)c(F)c1F	-5	11	-2	-9	7	0	-13	3	1
CC1CCCC(C)N1S(=O)(=O)c1ccc(NC(=O)CNCC2CCCO2)cc1 (configuration not stated)	2	-8	3	4	-11	-4	0	-22	-7
O=C(O)CC(CC(=O)O)(C(=O)O)c1ccccc1	2	-10	/	16	6	-1	12	-12	8
O=C(CC1Sc2ncnn2C1=O)Nc1ccc(Br)cc1 (configuration not stated)	16	-3	0	9	-8	20	-1	-1	3
CCCCC(=O)Nc1ccc(NC(=O)C(C)C)cn1	-2	-1	-1	-26	-11	-2	1	2	-2
Cc1cc(C)cc(NC(=S)N2CCC(c3nc4ccccc4s3)CC2)c1	-2	1	-1	-8	-24	1	1	2	2
O=S(=O)(Nc1ccc2c(c1)OCCO2)c1cnc[nH]1	-4	-2	0	7	3	3	-3	-18	5
COc1ccc2c(c1)C(c1ccc(C)o1)=NNC(c1ccccc1)=N2	-2	-2	-1	4	10	4	13	-3	5
CC(C)(C)OC(=O)[C@H](Cc1ccccc1)NC(=O)c1[nH]cnc1C(=O)Nc1ccc(Cl)cc1	4	/	/	/	/	0	26	-2	/
Cc1cc(Cl)ccc1OCC(=O)n1cc(C(=O)c2cc(Cl)ccc2O)cn1	4	-6	-1	-4	11	0	33	-12	-2
CSc1ncc2ncn(C3OC(CO)C(O)C3O)c2n1 (configuration not stated)	0	-10	/	-1	13	-1	5	-8	7
COc1ccc(NC(=O)CN2CCCCC2)c([N+](=O)[O-])c1	-4	9	1	-5	-18	1	-1	-2	-1
COc1ccc(CNn2c(-c3ccccc3F)nc3ccccc3c2=O)cc1OC	3	-9	-7	0	12	1	24	-14	0
COc1ccc(NS(=O)(=O)c2cc(NC(=O)c3ccco3)ccc2N2CCCC2)cc1	2	0	0	2	1	2	4	13	5
CC(C)CCn1c(SCC(=O)N2CC(=O)Nc3ccccc32)nc2scc(-c3cccs3)c2c1=O	-4	-7	3	-10	-9	1	6	-6	-2
CCOc1ccc(C(=O)C[n+]2ccccc2C)cc1	0	0	-3	-2	-7	1	2	-18	2
Cc1cccc(C(=O)Nc2sc3c(c2C#N)CCCCC3)c1	4	-6	0	4	-27	1	3	-32	3
O=C(O)CC1(CC(=O)NCc2ccncc2)CCCCC1	1	3	/	-3	-4	0	-7	-11	-5
